SENP8 block = inhibitors of human SENP8 protease. recombinant SENP8, Nedd8 substrate fluorescence. inhibition, % at 20 µM. actives 0.64% (n = 360,000). AID 602440; in the data active = inhibition mostly above about 40%, no sharp cut-off; inactive = mostly below about 27%
SENP6 block = SENP6 protease inhibition; Q9GZR1; Recombinant SENP6 catalytic domain, aminoluciferin luminescence; inhibition, % at 10 µM; actives 1.8% (n = 330,000); AID 2599;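 active = inhibition above about 50% at the single tested dose, limit read from the data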;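 note: plate controls were DMSO wells with enzyme for no effect and DMSO wells lacking enzyme for full effect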
Target sequence (Q9GZR1 628-1112 limits assumed): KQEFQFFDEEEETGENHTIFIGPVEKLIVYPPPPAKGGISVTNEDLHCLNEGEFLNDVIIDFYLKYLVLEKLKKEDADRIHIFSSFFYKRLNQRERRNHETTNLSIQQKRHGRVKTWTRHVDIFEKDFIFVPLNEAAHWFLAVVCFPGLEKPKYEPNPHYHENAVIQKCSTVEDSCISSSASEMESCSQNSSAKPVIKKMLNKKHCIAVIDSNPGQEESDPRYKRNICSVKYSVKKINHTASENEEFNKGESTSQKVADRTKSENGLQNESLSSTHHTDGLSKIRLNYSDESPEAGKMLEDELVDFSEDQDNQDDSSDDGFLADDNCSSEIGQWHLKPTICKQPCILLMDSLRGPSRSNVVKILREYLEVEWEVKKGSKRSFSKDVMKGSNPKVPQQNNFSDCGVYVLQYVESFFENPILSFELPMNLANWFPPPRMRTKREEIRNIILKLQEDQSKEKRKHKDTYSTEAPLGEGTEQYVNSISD
ATG4B inh = ATG4B (human) cysteine protease inhibition; Q9Y4P1; ATG4B cleavage of LC3-PLA2, NBD-HPC fluorescence, 1 h; inhibition, % at 8.33 µM; actives 0.51% (n = 340,000); in the data active = inhibition above about 40%
Target sequence (Q9Y4P1 whole entry, looked up): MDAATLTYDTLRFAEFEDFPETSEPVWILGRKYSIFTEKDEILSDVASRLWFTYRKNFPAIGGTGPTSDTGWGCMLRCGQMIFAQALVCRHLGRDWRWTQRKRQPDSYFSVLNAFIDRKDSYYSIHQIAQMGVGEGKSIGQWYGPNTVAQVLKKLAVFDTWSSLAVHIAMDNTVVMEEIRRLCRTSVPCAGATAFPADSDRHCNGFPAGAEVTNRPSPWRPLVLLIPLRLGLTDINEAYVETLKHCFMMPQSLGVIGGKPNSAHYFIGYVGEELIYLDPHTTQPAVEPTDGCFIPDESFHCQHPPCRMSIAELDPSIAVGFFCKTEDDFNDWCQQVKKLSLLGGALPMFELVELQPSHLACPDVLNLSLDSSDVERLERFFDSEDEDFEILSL
MPTP inh = permeability transition pore inhibition; isolated mouse mitochondria, Ca2+ swelling absorbance, 30 min; AID 602449; actives 1.4% (n = 360,000); inhibition, % at 10 µM;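 active = inhibition of 50% or more, scaled per plate between neutral and stimulator controls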;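 note: 0% = DMSO wells given calcium and 100% = 1 mM EGTA wells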
NR3A LBD binder = modulators (binders) of human NR3A ligand-binding domain. actives 2.5% (n = 340,000). NR3A LBD differential scanning fluorimetry, Tm shift; 0% = protein alone, 100% = glycine-bound protein. Tm shift relative to glycine control, % at 25 µM;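 active = melting temperature shift of at least 10% of the positive control shift, at one fixed dose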
SENP1 FRET inh = inhibitors of human SENP1 SUMO protease catalytic domain; AID 624204; recombinant SENP1 catalytic domain, CyPet-SUMO1-YPet FRET cleavage; actives 0.21% (n = 360,000); inhibition, % at 10 µM;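 active = inhibition at least 30% at 10 µM, raw YFP signal under a set limit, fluorescence ratio 0.5 to 1.5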;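 note: 0% = enzyme with DMSO and 100% = no enzyme wells; some results filed as inactive read as strong as hits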
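system = hSENP1 catalytic domain, recombinant | reagent = SFCypet-SUMO1-SFYpet substrate at 25 nM | doses = one dose per compound, 10 µM, 0.5% DMSO | incubation = enzyme reaction for 50 min at room temperature, dark | measured by = FRET, CFP and YFP emission | controls = no-enzyme low, enzyme-DMSO high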
hIAP activ = human IAP activation; P09923; actives 0.16% (n = 330,000); purified human IAP, CDP-Star luminescence, 30 min; active compounds read high; 1 = vehicle-only enzyme, 0 = enzyme-free background; AID 2524; activation factor at 10 µM;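 active = activation factor of the enzyme at least 2-fold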; note: the source names both 10 and 20 µM as test concentration; values of inactives mirror those of a sister screen read the other way
PfGluPho inh = PfG6PD (Plasmodium falciparum) enzyme inhibition. AID 504690. inhibition, % at 20 µM. PfGluPho enzyme, NADPH resazurin-diaphorase fluorescence. actives 0.78% (n = 350,000);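 active = inhibition reaching at least a set limit at 20 µM in the primary screen, cut at about 59% in these data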;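 note: 0% = DMSO wells with substrate and 100% = DMSO wells lacking glucose-6-phosphate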
An asterisk follows results filed as active; · = no result given.

SENP8 block	SENP6 block	ATG4B inh	MPTP inh	NR3A LBD binder	SENP1 FRET inh	hIAP activ	PfGluPho inh	compound
27	-10	10	3.9	-3	4	1.3	2	COC(=O)C1=C(C)N(Cc2ccc(OC)cc2)C(=O)/C1=C\c1ccco1
-212	11	14	-1.1	2	-40	0.98	4	O=C(Nc1ccc2nn(-c3ccc(F)cc3)nc2c1)c1cccnc1
-2	3	-12	1.2	1	0	0.92	-9	Cc1ccc(NC(=O)Cc2ccsc2)cc1S(=O)(=O)N1CCOCC1
-126	-13	2	-0.4	0	1	1.2	1	CCn1cc(C(=O)N[C@H](C(=O)NCCN2CCOCC2)C(C)C)c(=O)c2cc3c(cc21)OCO3
5	1	-18	0.4	-2	2	1	-22	CCCNS(=O)(=O)c1ccc(OCC(=O)Nc2ccc3c(c2)OCCO3)cc1
3	-9	1	-0.7	0	0	1.3	13	COc1ccc(-n2cc(CNCCc3ncc(C)[nH]3)c(-c3ccccc3Cl)n2)cc1
9	10	-5	0.3	-1	2	0.88	-14	O=C(COC(=O)c1ccccn1)NC12CC3CC(CC(C3)C1)C2
2	-9	-1	0.2	-3	0	0.97	8	CCN(c1ccc(NC(=O)c2ccc(N3CCCC3=O)cc2)cc1)C(C)C
10	-4	8	3.1	0	1	0.85	4	CC(C)(C)OC(=O)N1CCC[C@H]1C(=O)NCC1CCC(C(=O)O)CC1 (some centres not stated)
34	·	4	-0.5	0	1	·	29	O=[N+]([O-])c1ccccc1C=NNC(=S)NN=Cc1ccccc1[N+](=O)[O-]
-489	-10	-4	4.0	0	1	0.98	-1	COC(=O)c1ccc(/C=C/c2c(-c3ccc(OC)cc3)oc3ccc(N4CCOCC4)cc23)cc1
-2	-14	0	-3.4	0	0	1.1	-3	COCC1CCN(Cc2cn(Cc3ccccc3)nc2-c2cc3ccccc3o2)CC1

Overlap with the part before: five entries, followed by the next part.
SENP8 block	SENP6 block	ATG4B inh	MPTP inh	NR3A LBD binder	SENP1 FRET inh	hIAP activ	PfGluPho inh	compound
2	-9	-1	0.2	-3	0	0.97	8	CCN(c1ccc(NC(=O)c2ccc(N3CCCC3=O)cc2)cc1)C(C)C
10	-4	8	3.1	0	1	0.85	4	CC(C)(C)OC(=O)N1CCC[C@H]1C(=O)NCC1CCC(C(=O)O)CC1 (some centres not stated)
34	·	4	-0.5	0	1	·	29	O=[N+]([O-])c1ccccc1C=NNC(=S)NN=Cc1ccccc1[N+](=O)[O-]
-489	-10	-4	4.0	0	1	0.98	-1	COC(=O)c1ccc(/C=C/c2c(-c3ccc(OC)cc3)oc3ccc(N4CCOCC4)cc23)cc1
-2	-14	0	-3.4	0	0	1.1	-3	COCC1CCN(Cc2cn(Cc3ccccc3)nc2-c2cc3ccccc3o2)CC1
12	-6	-19	0.4	-13	-3	0.8	57	C/C(=N\Nc1cc(Cl)nc(C)n1)c1ccc(Cl)c(Cl)c1
4	0	-13	4.0	1	1	0.92	3	O=C(Nc1nnc(CCN2CCCCC2)s1)c1ccccc1Cl
3	2	3	2.4	1	1	0.93	3	CN(C)S(=O)(=O)N1CCC(Oc2ccc(C(=O)N3C[C@@H]4CCC[C@H]3C4)cc2)CC1
-473	·	-42	1.6	-15	-24	·	36	OCCN(CCO)c1cc2c3ccccc3ccc2c2ccccc12
16	-7	-4	0.6	2	-1	0.96	0	COc1cc(C(=O)NCC(c2ccco2)N2CCOCC2)cc(OC)c1OC (configuration not stated)
22	7	0	0.6	0	1	0.93	-30	O=C(c1cnccn1)N(c1ccccc1)C1(C(=O)NC2CCCCC2)CCCCC1
14	15	2	-0.5	-2	0	0.97	2	Cc1nc(C)c(C(=O)OCC(=O)NCc2ccccc2)s1
9	-5	-1	-0.5	0	10	0.93	-9	COc1ccc(NC(=S)N2CCC(NC(=O)c3cccc(C)c3)CC2)cc1
4	-4	-6	0.0	-15	2	1	22	O=C1C2C3c4ccccc4C(c4ccccc43)C2C(=O)N1/N=C/c1cccc(O)c1 (configuration not stated)
-268	-13	-8	0.6	0	-12	1.2	-5	COC(=O)c1cc(COc2ccc3ccc(=O)oc3c2)c(C)o1
14	-5	-9	0.2	1	-11	0.9	7	Cc1oc(-c2ccccc2F)nc1CS(=O)(=O)CC(=O)NCCCN1CCc2ccccc2C1
-3	-21	-12	-0.1	0	-2	0.92	6	CCn1c(SCC(=O)Nc2ccc3[nH]c(=O)[nH]c3c2)nc2ccccc21
2	·	·	-0.2	·	2	·	9	O=S1(=O)N[C@@H](c2ccccc2)COc2cc(Br)ccc21
16	-15	-2	-3.6	2	1	1	-13	CN(C)C(=O)c1ccc2c(c1)n(C)c(=O)n2C
-156	-5	20	1.7	-6	-6	1.1	-7	Cc1ccc(-c2csc3ncnc(SCC(N)=O)c23)cc1
7	-15	-13	-0.2	1	2	1.1	-1	Cc1ccccc1N=C1NC(=O)CC(c2ccccc2)S1 (configuration not stated)
0	6	-8	2.2	0	1	1	3	CCN(CC(O)c1cccc(O)c1)C(=O)C12CC3CC(CC(C3)C1)C2 (configuration not stated)
4	-7	-3	-1.1	-1	-3	0.7	-1	COc1cc(CO)ccc1OCC(=O)N1CCc2ccccc21
23	2	-12	0.1	1	2	1.2	0	COc1cccc(NC(=O)CCC(=O)NCc2ccco2)c1
17	2	-2	2.0	9	-9	0.93	19	CC(=O)Nc1ccc(C(=O)CSc2cc(C)c3cccc(C)c3n2)cc1
6	12	3	-0.7	-1	1	0.96	3	c1ccc(-c2nnc(OCC3CCCO3)c3ccccc23)cc1 (configuration not stated)
-1	-20	2	-1.2	2	2	0.95	0	Cc1cccc(N(C(=O)CNC(=O)c2ccco2)C(C(=O)NC2CCCC2)c2cccnc2)c1C (configuration not stated)
7	-3	2	0.6	1	3	0.99	-14	COC(=O)C1=C(C)N(CCCC(=O)O)C(=O)NC1c1ccccc1OS(=O)(=O)c1ccccc1[N+](=O)[O-] (configuration not stated)
3	11	-8	2.1	0	1	1.5	13	COc1ccc(CN2CCC(C(=O)Nc3ccc(Oc4cccnc4)cc3)CC2)cc1
8	-8	-3	0.2	0	0	0.95	9	Cc1ccccc1OCC(=O)Nc1ccc2c(c1)ncn2C
8	4	2	6.2	-1	1	1.7	8	Cn1c(SCc2ccc(C(C)(C)C)cc2)nnc1C1COc2ccccc2O1 (configuration not stated)
0	-23	12	-1.7	-3	4	1.2	9	CC1CC1C(=O)Nc1nc(-c2ccc(Cl)s2)cs1 (configuration not stated)
-330	-15	6	1.5	0	1	0.94	17	COc1cc2ccccc2cc1C(=O)Nc1ccc(Cl)cn1
-14	-25	7	-4.2	-1	-2	0.93	-6	O=C1CC(SC2=NCCS2)C(=O)N1c1ccc(Br)cc1 (configuration not stated)
16	-10	-2	0.1	0	0	1.1	-9	CCCNC(=S)N1CCC(n2cnc3ccccc32)CC1
16	-11	-2	0.1	4	-1	0.97	6	Cc1ccc(OCCOc2cccc(/C=N/NC(N)=O)c2)cc1
-76	-15	3	-0.9	-2	1	1.1	12	NC(=O)c1c(NC(=O)c2ccc([N+](=O)[O-])o2)sc2c1CCCC2
14	1	2	4.7	-1	3	0.86	9	Cc1ccc(C(=O)COC(=O)c2ccccc2N2C(=O)C3C4CCC(C4)C3C2=O)cc1C (configuration not stated)
11	-14	-3	-2.5	-1	-1	1.1	-7	CCN(CC)S(=O)(=O)c1ccc(C(=O)Nc2ccc3c(c2)OCCO3)cc1
-131	-8	-3	0.6	0	2	1.2	-10	CCCCc1cc(=O)oc2cc(OCC(=O)NC3CCN(Cc4ccccc4)CC3)ccc12
9	-9	-19	-1.1	-1	0	0.97	1	CC(=O)c1ccc(S(=O)(=O)Nc2ccc(-n3cnnn3)cc2)cc1
12	-7	2	-0.2	-5	-2	0.98	3	Cn1c(=O)n(C)c2cc(NS(=O)(=O)c3ccccc3[N+](=O)[O-])ccc21
-136	-4	-1	-1.2	0	-1	0.86	-2	CCc1cc(=O)oc2cc(OCC(=O)N(CC)CC)c(Cl)cc12
12	-10	-1	0.4	-4	2	0.96	5	Cc1ccc(NC(=O)C2CCN(S(=O)(=O)c3ccc(Cl)c(C(F)(F)F)c3)CC2)nc1
17	-5	5	7.6	-1	0	0.87	13	Cc1cccc(C)c1OCCNC(=O)CCC(=O)c1ccccc1
-4	-12	-12	2.7	0	-1	0.91	78*	Cc1ccc(NC(=O)c2cc([N+](=O)[O-])ccc2N2CCOCC2)cc1S(=O)(=O)N(C)C
4	-5	3	-1.1	0	3	1.1	-11	COc1cccc(NC(=O)CCNS(=O)(=O)c2ccc3c(c2)oc(=O)n3C)c1
9	-3	9	-0.4	1	-1	1.1	-4	COc1ccc(C(=O)C2CCCN(Cc3cnc(N4CCOCC4)s3)C2)c(OC)c1 (configuration not stated)
14	6	-26	0.8	2	-2	0.95	-2	Cc1ccc2c(Cl)c(C(=O)NCCCn3ccnc3)sc2c1
-8	-4	-6	-2.6	2	-1	0.96	25	O=C(CSc1ncccn1)Nc1ccc2[nH]c(=O)[nH]c2c1
-1	6	0	1.7	0	1	1	2	Cc1c(Cl)cccc1NC(=O)C1C2C=CC(C2)C1C(=O)O (configuration not stated)
5	-1	-11	-1.2	-4	4	0.99	39	COc1ccccc1NS(=O)(=O)c1cccc2cccnc12
5	26	2	-0.4	1	-10	0.96	-7	Cc1cc(N2C(=O)C(O)=C(C(=O)c3ccco3)C2c2ccc(O)cc2)no1 (configuration not stated)
19	-19	-6	-0.5	1	-2	1.1	3	COc1cc(OC)cc(C(=O)NCC(=O)Nc2ccc(OC)c(Cl)c2)c1
20	-1	4	3.9	-1	0	1	-6	COc1ccc(CCc2nnc(CCC(=O)N(C)Cc3ccncc3C)o2)cc1
-327	7	-4	-2.3	-3	1	0.94	4	O=C(OCC(=O)N1CCOCC1)c1cc2ccccc2oc1=O

Part of the list above, comma-delimited:
structure,SENP8 block,SENP6 block,ATG4B inh,MPTP inh,NR3A LBD binder,SENP1 FRET inh,hIAP activ,PfGluPho inh
CCCNC(=S)N1CCC(n2cnc3ccccc32)CC1,16,-10,-2,0.1,0,0,1.1,-9
Cc1ccc(OCCOc2cccc(/C=N/NC(N)=O)c2)cc1,16,-11,-2,0.1,4,-1,0.97,6
NC(=O)c1c(NC(=O)c2ccc([N+](=O)[O-])o2)sc2c1CCCC2,-76,-15,3,-0.9,-2,1,1.1,12

High-throughput results from PubChem.
